Compound activity deposited in PubChem BioAssay by several laboratories.
TRPC4 block = inhibitors of mouse TRPC4 channel, primary screen, Fluo4 calcium, HEK293 TRPC4beta/mu-opioid cells; Short transient receptor potential channel 4 (Mus musculus), Q9QUQ5; DAMGO-evoked Fluo4 calcium flux; stronger effect = lower value; B-score at 10 µM; 300,000 compounds, 0.39% hits; AID 2247, 2010;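 active = B-score over 3 SD under the library average, no early fluorescence shift, positive overall ratio signal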
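Assay system: HEK293 cells with stable TRPC4beta plus mu-opioid receptor expression. Dosing: single dose. Measured by: Fluo4 Ca2+ flux fluorescence. Also added: DAMGO in two steps, submaximal then maximal. Read-out: B score from integrated Fluo4 fluorescence ratio.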
TRPC6 inh = mouse TRPC6 channel inhibitors, primary screen, cell-based, HEK293, membrane potential dye; ACh-evoked depolarization; stronger effect = lower value; 310,000 compounds, 1.1% hits; Short transient receptor potential channel 6 (Mus musculus), Q61143; B-score at 10 µM;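 active = B-score under library mean minus 3 SD, initial fluorescence not abnormally high, positive integrated signal ratio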;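 note: B-score derived from integrated fluorescence ratio over the kinetic read; more negative B-score means stronger inhibition of depolarization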
KLF5 inh = KLF5 expression inhibitors, primary screen, DLD-1 cells, luminescence | 290,000 compounds, 0.23% hits | DLD-1 KLF5 promoter-luciferase reporter | inhibition, % at 5 µM;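 active = inhibition above a per-plate limit of that plate's mean compound inhibition plus 3 SD, cut at about 60% in these data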;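 note: 0% = DMSO wells and 100% = LY294002 at 200 µM; higher means less KLF5 promoter-driven luciferase light; inactives centre near -14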
TRPC6 activator = mouse TRPC6 channel activators, primary screen, cell-based, HEK293, membrane potential dye; 310,000 compounds, 0.13% hits; Short transient receptor potential channel 6 (Mus musculus), Q61143; HEK293-TRPC6 membrane potential dye fluorescence; stronger effect = higher value; B-score at 10 µM;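 active = B-score of the integrated fluorescence ratio above library mean plus 3 SD, and starting fluorescence ratio within library mean plus 5 SD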;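 note: higher score means more depolarization so channel activation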
SKKanGAS inh = S. pyogenes SKKanGAS growth inhibitors in kanamycin, primary screen, streptokinase expression inhibitor project, SKKanGAS strain, BacTiter-Glo luminescence. 6 h. inhibition, % at 7.5 µM. 300,000 compounds, 1.3% hits. AID 1662, 2009;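 active = mean replicate score, as percent of positive control median, at least 50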;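 note: strain carries kanamycin resistance gene driven by streptokinase promoter and grows in 40 µg/ml kanamycin; loss of luminescence reflects streptokinase promoter inhibition or plain growth inhibition; 0% = median of DMSO wells and 100% = positive control at its reference dose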
aSyn 5UTR inh = MLPCN primary screen, SNCA 5' untranslated region. alpha-synuclein 5'UTR reporter, inhibitor activity. inhibition, % (tested at 7.5 µM). 300,000 compounds, 0.82% hits; in the data active = inhibition above about 60%;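 note: H4 neuroglioblastoma cells stably carrying SNCA 5'UTR luciferase fusion; 0% = DMSO wells and 100% = positive control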
HIF act = HIF pathway transcriptional activators, primary screen, cell-based, U2OS HRE-luciferase, luminescence. U2OS HRE-luciferase reporter; normalized: DMSO 0%, desferrioxamine 100%. activation, % at 7.5 µM (by protocol). 300,000 compounds, 0.32% hits;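 active = mean activation of at least 10% of the iron chelator positive control signal, with at least half of replicates also reaching 10%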
MrgX1 antag = antagonists of human MrgX1 receptor, primary screen, HEK293 cells, Fluo-4 calcium flux; Mas-related G-protein coupled receptor member X1 (Homo sapiens), Q96LB2; BAM8-22 antagonism; stronger effect = lower value; B-score at 10 µM; 310,000 compounds, 1.3% hits; AID 588676, 2011;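 active = calcium-response B-score plate-corrected more than 3 library SD below zero, starting fluorescence within 5 deviations, no agonist response on first addition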;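 note: peak minus trough fluorescence over baseline after final BAM8-22 challenge near maximal dose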
Target sequence (Q96LB2 whole entry, looked up): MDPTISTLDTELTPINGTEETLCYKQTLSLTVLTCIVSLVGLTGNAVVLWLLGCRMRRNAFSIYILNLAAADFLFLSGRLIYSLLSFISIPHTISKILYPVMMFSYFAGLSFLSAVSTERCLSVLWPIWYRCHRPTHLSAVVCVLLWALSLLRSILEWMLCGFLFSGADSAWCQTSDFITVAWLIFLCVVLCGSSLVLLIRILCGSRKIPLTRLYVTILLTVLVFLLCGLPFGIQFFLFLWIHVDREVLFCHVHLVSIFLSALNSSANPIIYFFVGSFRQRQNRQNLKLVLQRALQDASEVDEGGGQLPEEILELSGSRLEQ
TRPC4 PAM = positive allosteric modulators of TRPC4, primary screen, cell-based, mouse TRPC4beta, HEK293 mu-opioid, Fluo-4 calcium; DAMGO EC20, Fluo-4 Ca2+ flux; stronger effect = higher value; B-score at 10 µM; Short transient receptor potential channel 4 (Mus musculus), Q9QUQ5; 310,000 compounds, 0.42% hits;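 active = B-score of calcium response area above 5 SD of library B-scores, with initial fluorescence ratio within 5 SD of library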;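 note: B-score of integrated fluorescence ratio over time as area under calcium response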
IEC-6 cytotox = cytotoxicity in IEC-6 intestinal epithelial cells, primary screen, cytotoxicity control for KLF5 inhibitor project, cell-based, luminescence. IEC-6 cytotoxicity, luminescence viability. inhibition, % at 5 µM. 290,000 compounds, 0.78% hits. AID 1825, 2009; in the data active = inhibition above about 22%;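 note: 0% = plate median of test compound wells and 100% = cytotoxic reference compound wells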
TRPC4 act = activators of mouse TRPC4 channel, primary screen, Fluo4 calcium, HEK293 TRPC4beta/mu-opioid cells; AID 2237, 2010; 310,000 compounds, 0.49% hits; B-score at 10 µM; Fluo4 calcium fluorescence; stronger effect = higher value;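 active = B-score above 5 SD of library B-scores, and initial fluorescence ratio not above library mean plus 5 SD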;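 note: positive B-score marks a calcium rise read as TRPC4 activation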
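Assay system: HEK293 stable line with TRPC4beta plus mu-opioid receptor. Times: dye 45 min RT, read 110 s. Measured by: kinetic Fluo4 calcium fluorescence. Measure: B score of integrated ratio. Controls: assay buffer as low control, maximal DAMGO as high control.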
* marks the source's active call; other numbers are inactive results; i = inactive; · = not tested or not shown. Not a hit list. Share with any hit: about 5.8%.

compound,MrgX1 antag,SKKanGAS inh,HIF act,TRPC4 PAM,TRPC4 block,TRPC6 inh,IEC-6 cytotox,TRPC4 act,aSyn 5UTR inh,KLF5 inh,TRPC6 activator
O=C(NCc1nnc(SCC(=O)N2CCOCC2)o1)c1cccs1,i,-17.5,-0.4,i,i,i,4.4,i,-1.3,-2.6,i
C/C(CC(=O)Nc1ccc(C)c(Cl)c1)=N\NC(=O)c1ccccn1,i,-22.7,-2.9,i,i,i,2.1,i,-70.6,-81.2,i
Cc1ccc(S(=O)(=O)NC(=O)Nc2ccccc2)cc1,i,-5.4,0.8,i,i,i,-5.3,i,-29.5,-18.6,i
CCOC(=O)C1=C(C)NC(=S)NC1c1ccc(OCC(=O)N2CCCCCC2)c(OC)c1 (stereo not drawn),i,1.9,0.7,i,i,i,-1.0,i,-13.3,2.1,i
C/C(=N/NC(=O)c1cccs1)c1cccc(NC(=O)C2CC2)c1,i,-4.1,2.9,i,i,i,-0.9,i,-45.7,-163.1,i
Cc1ccccc1N1CCN(C2CCCN(C(=O)CCN3CCCCO3)C2)CC1 (stereo not drawn),i,13.3,-0.4,i,i,i,-0.8,i,2.3,-1.5,i
Cc1ccc(NC(=O)CCC(=O)NNS(=O)(=O)c2ccccc2)c(C)c1,i,-3.5,0.2,i,i,i,6.7,i,19.1,-26.1,i
CCCNC(=O)COC(=O)/C(C#N)=C/c1cc(C)n(CCC)c1C,i,0.6,0.0,i,i,i,0.9,i,-15.2,-8.7,i
CC(=O)Nc1cccc(NC(=O)CSc2ccc(C(F)(F)F)cc2[N+](=O)[O-])c1,i,-7.7,-0.3,i,i,i,7.2,i,-20.0,-10.8,i
O=C(Nc1ccc(Cl)c(Cl)c1)c1cccc(S(=O)(=O)NCc2cccnc2)c1,i,-6.7,0.6,i,i,i,-7.0,i,-19.1,-30.2,i
Cc1ccc(NC(=O)C2CCN(S(=O)(=O)c3cnc[nH]3)CC2)cc1C,i,-2.6,1.3,i,i,i,-7.1,i,3.8,-1.9,i
Cc1cc(C)c2nncn2n1,i,-3.1,-0.2,i,i,i,6.3,i,-4.5,-41.6,i
O=C(Nc1ccccc1)c1cccc(S(=O)(=O)Oc2ccc([N+](=O)[O-])cc2)c1,i,-20.1,-0.5,i,i,i,10.0,i,25.1,-2.2,i
NS(=O)(=O)c1ccc(CCNc2ccccc2[N+](=O)[O-])cc1,i,3.3,0.6,i,i,i,4.3,i,-11.6,-47.2,i
CC(=O)NCCC(Cc1ccccc1)c1ccco1 (stereo not drawn),i,6.6,0.4,i,i,i,-1.2,i,-24.1,-8.2,i
N#CC1=C(N)Oc2cc(N)ccc2C1c1ccsc1 (stereo not drawn),i,0.8,-2.3,i,i,i,-2.3,i,-11.7,-26.9,i
Cc1ccc2nc(-c3ccc(NS(=O)(=O)c4ccc(F)c(F)c4)cc3)sc2c1,i,76.1*,1.4,i,i,i,-3.7,i,-123.8,-184.8,i
Cc1ccc(C)c(N2C(=O)CC(Cc3ccc(Cl)cc3)C2=O)c1 (stereo not drawn),i,1.8,-1.5,i,i,i,-1.0,i,4.1,-7.8,i
O=C(NCc1ccco1)c1ccc(Cn2c(=O)c3sccc3n(Cc3ccc(F)cc3)c2=O)cc1,i,14.4,·,i,i,i,-10.3,i,27.6,-8.4,i
O=C(COC(=O)COc1ccc2ccccc2c1)Nc1cc(C(F)(F)F)ccc1N1CCOCC1,i,7.2,-0.5,i,i,i,-1.7,i,8.8,-6.2,i
Cc1c(Cl)c([N+](=O)[O-])nn1CCCC(=O)Nc1cccnc1,i,0.7,0.0,i,i,i,4.7,i,15.4,5.6,i
COc1cc(/C=C2\C(=N)N3N=CSC3=NC2=O)cc(Br)c1OC(=O)c1ccco1,i,-8.1,-0.5,i,i,i,-5.9,i,1.9,11.7,i
CN1N=C(/C=C/c2ccccc2)CCC1=O,i,-2.8,0.9,i,i,i,11.7,i,-134.3,-92.8,i
Cc1ccc(NC(=O)CSc2nc(=O)cc(N)n2-c2ccccc2)cc1,i,23.2,-26.1,i,i,i,2.2,i,-15.1,-64.2,i
Cc1cc(NC(=O)CSc2nc(N)c(NC(=O)c3ccccc3F)c(=O)[nH]2)no1,i,-0.1,0.1,i,i,i,3.3,i,-4.0,-30.1,i
Cc1ccc(CNC(=O)CO/N=C/c2ccc(C(C)(C)C)cc2)cc1,i,3.4,1.5,i,i,i,6.7,i,19.7,15.9,i
O=C1Cn2c(nc3ccccc32)-c2ccccc2N1,i,-4.6,0.0,i,i,i,6.5,i,17.9,-11.1,i
CCOc1ccccc1N(CC(=O)Nc1cc(OC)ccc1OC)S(=O)(=O)c1ccccc1,i,10.1,-1.6,i,i,i,-2.4,i,19.9,-18.6,i
CC1CCCC(C)N1C(=O)COC(=O)C1CCN(S(=O)(=O)c2ccc3c(c2)OCCO3)CC1 (stereo not drawn),i,5.0,-0.2,i,i,i,·,i,10.4,·,i
C/C(=C1/SC(N2CCCC2)=NC1=O)c1ccc(Br)cc1,i,2.1,0.1,i,i,i,8.2,i,1.8,0.2,i
CC(C)CCNC(=O)CN(C(=O)CCC(=O)Nc1ccccn1)c1ccc2c(c1)OCO2,i,-4.8,0.1,i,i,i,2.2,i,6.1,-24.4,i
Cc1c(C(=O)O)[nH]c2c1C(=O)CC(c1ccc(C(C)(C)C)cc1)C2 (stereo not drawn),i,9.2,-1.8,i,i,i,-2.0,i,-30.9,-74.7,i
Cc1cc(C(=O)N/N=C/c2cc(Br)ccc2OC(=O)c2ccc(Br)cc2)n[nH]1,i,9.3,0.0,i,i,i,-0.8,i,84.0*,-4.0,i
COc1cc(-c2nc3oc4ccccc4c(=O)c3c(=O)n2Cc2ccco2)cc(OC)c1OC,i,-5.1,-0.7,i,i,i,3.0,i,12.2,-14.5,i
Fc1ccccc1-n1[nH]nnc1=S,i,-3.1,-0.4,i,i,i,1.5,i,7.1,-24.0,i
CCCCc1ncc(CN2CCN(Cc3ccc(C)cc3)C(CCO)C2)[nH]1 (stereo not drawn),i,2.4,-0.5,i,i,i,6.2,i,2.1,-1.7,i
CCOC(=O)c1c(NC(=O)c2cc(CC(C)C)on2)sc(C(C)=O)c1C,i,-4.8,0.0,i,i,i,1.6,i,-3.1,-23.7,i
C/C(=N\NC(=S)Nc1ccc(F)cc1)C1CC1,i,2.2,1.5,i,i,i,-1.2,i,-30.3,-44.0,i
COc1cccc(C(=O)OCn2nnc3ccccc3c2=O)c1,i,-6.2,-0.3,i,i,i,3.6,i,-1.0,-17.6,i
CCCCn1c(=O)c2ccccc2n2c(=S)[nH]nc12,-5.43*,10.2,0.0,i,i,i,-3.0,i,17.1,-17.6,i
Cc1ccccc1-n1nc(C)c2cc(C(=O)N3CCN(S(=O)(=O)c4ccc(Cl)cc4)CC3)sc21,i,2.2,0.0,i,i,i,-3.4,i,11.1,-5.3,i
COc1cccc(C(=O)N2CCC(N3CC(C)OC(C)C3)CC2)c1 (stereo not drawn),i,-3.0,-0.4,i,i,i,2.7,i,0.7,7.8,i
CN(C)c1ccc(/C=N/NC(=O)CCc2nc3ccccc3[nH]2)cc1,i,-6.0,-0.2,i,i,i,3.4,i,-0.1,-20.9,i
Cc1c(O)c2ccccc2oc1=O,i,-3.8,0.3,i,i,i,0.8,i,-1.0,-26.6,i
Cc1cccc(NC(=O)CC2Nc3cccc4cccc(c34)NC2=O)c1 (stereo not drawn),i,0.7,-0.5,i,i,i,-17.8,i,3.1,-6.9,i
COc1ccc(C2N=C(Nc3ccc(C)cc3)Nc3nc(C)cc(=O)n32)cc1 (stereo not drawn),i,-1.0,-0.2,i,i,i,2.0,i,-11.3,-13.2,i
O=C(NC1=NCCS1)C1CC(=O)N(c2ccccc2)C1 (stereo not drawn),i,1.2,0.2,i,i,i,8.2,i,-23.9,-6.6,i
O=C(CCCC(=O)Nc1ccccc1Br)N/N=C/c1c(F)cccc1Cl,i,9.8,0.0,i,i,i,-11.0,i,6.2,-20.6,i
COC(=O)[C@@H]1C2CCC(C(=O)Nc3ccccc3)(CC2)[C@@H]1C(=O)OC,i,2.5,0.4,i,i,i,-4.5,i,14.3,-28.6,i
O=C(c1ccco1)N1CCCC(c2nc3c(nnn3Cc3ccccc3)c(=O)[nH]2)C1 (stereo not drawn),i,1.0,-1.0,i,i,i,-2.4,i,6.6,6.0,i
CCOC(=O)Cn1nnnc1C(CC)N(Cc1cccs1)Cc1cc2ccc(OC)cc2[nH]c1=O (stereo not drawn),i,4.3,0.2,i,i,i,0.5,i,-15.9,-47.6,i
COc1ccc(/C=C2\SC(=S)N(NC(=O)c3csc4c3CCCC4)C2=O)cc1,i,16.3,-1.2,i,i,i,-2.0,i,-1.1,-46.3,i
Cc1nc2ccc(NC(=O)c3ccc(Br)o3)cc2s1,i,-5.4,3.5,i,i,i,-0.4,i,-185.7,-128.4,i
CC1=C(C(=O)O)N2C(=O)C(NC(=O)c3ccccc3Cl)C2SC1 (stereo not drawn),i,7.4,-0.1,i,i,i,3.5,i,-12.5,-4.5,i
CC(C)(C)N(Cc1ccccc1)C(=O)c1ccc2c(c1)OCCO2,i,-8.9,0.1,i,i,i,3.5,i,-22.4,-7.2,i
CC1(C)Cc2c(cnn2-c2ccccc2)C(=O)/C1=N\NC(=O)c1ccccc1,i,8.1,-0.1,i,i,i,-3.0,i,-16.9,-20.7,i
